MKP-3 inhibition = MKP-3 phosphatase inhibitors, primary screen, biochemical, rat enzyme, in vitro (AID 425). recombinant MKP-3 phosphatase activity, fluorescence; higher % means a stronger effect. Dual specificity protein phosphatase 6 (Rattus norvegicus). hit rate 0.17% among 110,000. inhibition, % at 20 µM; hits with a dose series show IC50 in µM; in the data active = inhibition above about 50%;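 note: plate controls were vehicle for no effect and reference inhibitor for full effect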
Hsp70 displacement = Hsp70 inhibitors, probe displacement, primary screen, biochemical, fluorescence polarization (AID 583); Hsp70 fluorescence polarization probe displacement, mP; higher % means a stronger effect; displacement, % at 20 µM, or IC50 in µM where a hit was titrated; hit rate 0.06% among 140,000; in the data active = displacement above about 50%;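 note: plate controls were vehicle for no effect and reference ligand for full effect; a part of the inactive calls stands beside numbers as strong as those of hits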
* marks the source's active call; other numbers are inactive results; . = not tested or not shown; & = joins results of further samples. An excerpt; count on the stated rates, not on these rows.

SMILES	MKP-3 inhibition	Hsp70 displacement
CC(=NCc1ccco1)C1=C(O)c2ccccc2C1=O	-2.2%	4.2%
CC(=O)C1=C(O)C(=O)N(CC#N)C1c1cccs1 (stereo not given)	.	3.6%
CCOc1ccc(NC(=O)CN(c2ccccc2OC)S(=O)(=O)c2ccccc2)cc1	-3.3%	-6.9%
CNc1cccccc1=S	-8.7%	21.9%
CCN1C(=O)CC(N2CCC(C(=O)OC)CC2)C1=O (stereo not given)	-10.1%	3.0%
CC1(C)NC(=O)N(CCOCCOc2cccc(Oc3ccccc3)c2)C1=O	-6.0%	-0.5%
O=C(CN1CCOc2ccccc21)NCc1ccc(Cl)cc1	0.7%	-5.2%
COc1ccc(O)c(C(=O)c2cc(C#N)c(=O)n(-c3c(C)n(C)n(-c4ccccc4)c3=O)c2)c1	-5.3%	-5.0%
Cn1c(=O)c2c([nH]c(=S)n2Cc2ccc(Cl)c(Cl)c2)n(C)c1=O	3.4%	-0.7%
CCN1CCN(c2nc(-c3ccncc3)nc3ccccc23)CC1	.	7.2%
C=CCn1cc(C(=O)NCCOC)c(=O)c2cc(S(=O)(=O)N(CC)CC)ccc21	-3.6%	-3.5%
CC(=O)c1ccc(NC(=O)CCn2c(=O)oc3ccccc32)cc1	-7.1%	-1.5%
CCCc1cc(=O)[nH]c(SCC(=O)NCCCC(=O)OCC)n1	.	-3.1%
CN(Cc1ccccc1)c1ncnc2c1cnn2-c1ccccc1	-5.0%	-4.0%
Ic1ccc(Nc2nc3nonc3nc2N2CCOCC2)cc1	0.8%	-3.1%
Cc1ccc([N+](=O)[O-])cc1NC(=O)COc1ccc(Cl)cc1C	4.7%	1.4%
Brc1ccc(-c2nnc3sc(CN4CCc5ccccc5C4)cn23)cc1	-1.9%	-3.1%
CCN(CC)S(=O)(=O)c1ccc2oc(C(=O)N3CCOCC3)c(C)c2c1	-6.9%	-1.7%
COc1ccc(S(=O)(=O)N2CCC(C(=O)NCc3ccco3)CC2)cc1	-6.6%	5.4%
O=C(CCCn1c(=S)[nH]c2ccccc2c1=O)N1CCN(c2cccc(Cl)c2)CC1	.	-0.6%
O=C1NC(=Nc2ccc(Cl)cc2)SC1Cc1cccc([N+](=O)[O-])c1 (stereo not given)	0.8%	4.8%
Clc1ccc2[nH]c3c(c2c1)CCc1cn[nH]c1-3	-13.4%	7.7%
C=CCN1C(=O)/C(=C/c2ccc(N(C)C)cc2)C(=O)NC1=S	0.8%	1.1%
O=C(Nc1ccc(N2CCOCC2)c(Cl)c1)c1cccnc1	-8.1%	-8.9%
CCc1ccc(-c2nnn(Cc3nn[nH]n3)n2)cc1	-4.6%	5.7%
Cc1ccc(C)c(C(=O)O/N=C(\N)c2ccc(Br)cc2)c1	.	-3.0%
N#Cc1c(N)c(C(=O)c2ccc(Cl)cc2)n2c1CCC2	-6.3%	-0.7%
C=CCn1c(-c2ccc(OC)c(OC)c2)n[nH]c1=S	5.8%	-0.9%
Cc1cccc(NC(=S)NC(NC(=O)c2ccccc2F)C(Cl)(Cl)Cl)c1 (stereo not given)	4.0%	-2.2%
CS(=O)(=O)N(CC(=O)N1CCN(c2ccccc2)CC1)c1ccc(Cl)c(C(F)(F)F)c1	.	0.3%
CCOC(=O)CSc1nc(C2CC2)nc2ccccc12	-1.7%	-1.8%
O=C(NCc1cc(Br)cc(Br)c1OC(=O)c1ccc([N+](=O)[O-])cc1)c1ccccc1	2.2%	1.3%
CO/C(=N\S(=O)(=O)c1ccc(Cl)cc1)c1ccccc1	1.4%	-0.5%
COc1ccc(C(=O)NCCC(C)C)cc1[N+](=O)[O-]	0.1%	0.3%
CCOc1cccc2c1OC1(C)CC2NC(=O)N1c1cccc(Cl)c1 (stereo not given)	1.7%	-1.1%
Cn1c(=O)c2c(nc(SCC(=O)NCc3ccc4c(c3)OCO4)n2Cc2ccc(F)cc2)n(C)c1=O	.	1.3%
COc1cc(C2CC(=O)Nc3c2ccc2ccccc32)ccc1OC(=O)c1ccc(Cl)cc1 (stereo not given)	3.6%	1.1%
CN(C)Cc1cc(C(C)(C)C)c(O)c(C(C)(C)C)c1	4.0%	-5.7%
O=C(Nc1cccnc1)c1cc(-c2ccccc2)on1	.	-3.2%
COc1ccc(-n2ncc3c(N4CCCc5ccccc54)ncnc32)cc1	5.2%	5.4%
Cc1cc2nc3c(c(=O)n2[nH]1)CCCC3	-6.7%	-2.9%
CCn1c(=N)n(CC(O)COc2cccc(C)c2)c2ccccc21 (stereo not given)	-10.7%	1.3%
COc1ccc(OC)c(CNC(=O)Cc2c(C(=O)O)[nH]c3ccccc23)c1	3.8%	0.9%
N#Cc1c(N2CCCCC2)nc(N2CCCCC2)c2c1CCN(Cc1ccccc1)C2	3.8%	-2.0%
Cc1cc(C)n(-c2ccc(Cl)c(C(=O)O)n2)n1	-13.6%	-0.6%
Cc1cc(C)c(C(N)=O)c(Nc2ccccc2)n1	-0.8%	0.2%
COc1ccc(CN2CCN(C(=O)c3ccc(-c4ccccc4)cc3)CC2)c(OC)c1OC	0.9%	-0.4%
O=c1c2ccccc2nnn1CSc1nnc(-c2cccc(S(=O)(=O)N3CCCCC3)c2)o1	11.2%	-0.1%
CCc1ccc(NC(=O)CC2NCCNC2=O)cc1 (stereo not given)	-9.4%	-2.3%
CCOC(=O)c1c(N)sc2c1CCc1ccccc1-2	15.7%	-0.2%
Cc1ccc(N=Cc2ccc(OC3CSC3)cc2)cc1C	-0.2%	1.8%
CC(=O)OC(C(=O)N1CCN(c2ccc(F)cc2)CC1)c1ccccc1 (stereo not given)	.	4.1%
COc1ccccc1NCN1C(=O)S/C(=C\c2ccc(C(C)C)cc2)C1=O	2.0%	1.1%
COc1cc(-c2c(C#N)c(N)nc3c2c(C)nn3-c2ccc(C)c(C)c2)cc(OC)c1OC	-4.4%	-14.9%
CCOC(=O)C1=C(Cn2cnc3ccccc32)NC(=O)NC1c1cc(C)ccc1C (stereo not given)	0.2%	4.6%
CNc1nc(C)nc(-c2ccccc2O)n1	-4.0%	.
COc1ccc(CN(Cc2ccccn2)S(=O)(=O)c2ccc(-n3cnnn3)c(OC)c2)cc1	-2.9%	3.2%
C=CC[n+]1c(-c2ccc(OC)cc2)csc1NNC(=O)Nc1ccccc1	.	6.4%
COc1cc(NC(=O)c2ccc(Cl)cc2)c(OC)cc1NC(=O)CN1CCOCC1	-11.1%	2.2%
O=C(CSc1ncnc2c1oc1ccccc12)Nc1cccc(Cl)c1	-6.7%	5.5%

Structural class, the entries above containing a cyano group
SMILES	MKP-3 inhibition	Hsp70 displacement
CC(=O)C1=C(O)C(=O)N(CC#N)C1c1cccs1 (stereo not given)	.	3.6%
COc1ccc(O)c(C(=O)c2cc(C#N)c(=O)n(-c3c(C)n(C)n(-c4ccccc4)c3=O)c2)c1	-5.3%	-5.0%
N#Cc1c(N)c(C(=O)c2ccc(Cl)cc2)n2c1CCC2	-6.3%	-0.7%
N#Cc1c(N2CCCCC2)nc(N2CCCCC2)c2c1CCN(Cc1ccccc1)C2	3.8%	-2.0%
COc1cc(-c2c(C#N)c(N)nc3c2c(C)nn3-c2ccc(C)c(C)c2)cc(OC)c1OC	-4.4%	-14.9%

Carrying on.
SMILES	MKP-3 inhibition	Hsp70 displacement
CC1CCC(NC(=O)c2cc3c(s2)CS(=O)(=O)C3)CC1 (stereo not given)	-11.3%	-1.1%
O=C(Nc1ccc2c(c1)CCC2)c1cnn2c1NC(c1ccco1)CC2C(F)(F)F (stereo not given)	-7.3%	-3.6%
COc1ccccc1NC(=O)COc1cc(C)c(Cl)c(C)c1	1.5%	-4.8%
COc1ccc(C2C(C#N)=C(N)OC(C(C)(C)C)=C2C#N)cc1OC (stereo not given)	-2.7%	6.8%
Cc1cccc(OCCn2c(=O)n(C)c3ccccc32)c1	6.5%	-3.6%
CCOC(=O)c1c(-c2ccccc2)oc2ccc(OCC(=O)O)cc12	0.1%	4.8%
COc1ccc(-c2nc(C)c(C(C)=O)n2O)cc1OC	-1.6%	3.8%
CCCn1c(SCC(=O)Nc2nnc(CC)s2)nnc1-c1ccco1	-12.8%	-4.0%
Cc1ccc(OCCn2c(=O)sc3ccccc32)cc1	.	10.2%
CCOC(=O)NCC(C)(C)CNC(=O)OCC	3.5%	0.1%
CC1CCCN(S(=O)(=O)c2ccc(NC(=O)Cn3nnc(-c4ccccc4F)n3)cc2)C1 (stereo not given)	-1.0%	3.2%
O=C(Nc1ccc(Cc2ccc(NC(=O)c3ccccc3)c(Cl)c2)cc1Cl)c1ccccc1	-1.4%	0.6%
O=C(NN1C(=O)CSC1=S)c1ccccc1Br	2.4%	-2.6%
Cc1ccc(-c2cc(C(=O)NCCN3CCOCC3)c3ccccc3n2)cc1	0.2%	6.4%
Cc1ccc(N(CC(=O)Nc2cc(Cl)cc(Cl)c2)S(C)(=O)=O)cc1Cl	-0.2%	0.1%
CCn1c(CCn2ccnc2C)n[nH]c1=S	-2.6%	1.5%
Cc1oc(-c2cccs2)nc1CS(=O)CC(=O)NC1CCCCCC1 (stereo not given)	10.4%	3.0%
CC(=O)NCC(=O)OCN1C(=O)c2ccccc2C1=O	-4.7%	1.4%
CCCOC(=O)c1ccc(N=Cc2ccc([N+](=O)[O-])cc2)cc1	1.0%	2.4%
COC(=O)C1=C(N)Oc2cc(C)n(Cc3cccnc3)c(=O)c2C1c1cc(OC)ccc1OC (stereo not given)	-4.3%	2.0%
N=c1c(S(=O)(=O)c2ccccc2)cc2c(=O)n3ccccc3nc2n1CC1CCCO1 (stereo not given)	-2.0%	-11.6%
CCCC(=O)Nc1cc(-c2nc3cc(Cl)cc(Cl)c3o2)ccc1C	-0.6%	-6.2%
CC(=O)Nc1ccc(C(=O)NCCCN(C)C)cc1	4.9%	-2.7%
Nc1nnc(Cc2ccc(Cl)cc2)s1	0.5%	-2.0%
COc1cc(NC(=O)Cc2ccccc2)ccc1NC(=O)c1ccco1	-3.6%&0.4%	-4.0%&-5.2%
O=C(c1cc(-c2ccccn2)nc2c(Cl)cccc12)N1CCN(C(=O)C2CCCO2)CC1 (stereo not given)	-9.3%	7.0%
O=C(CCNc1ccc(F)cc1)c1ccco1	-17.9%	9.5%
CCc1nc(SCC(=O)Nc2c(C)n(C)n(-c3ccccc3)c2=O)n[nH]1	-8.8%	6.2%
O=C(COc1ccc(S(=O)(=O)N2CCOCC2)cc1)Nc1ccccc1C(F)(F)F	.	-0.8%
Cc1cc(=O)n2[nH]c(-c3cccnc3)nc2n1	.	-4.1%
Cc1ccc(C(c2sc3nc(C)nn3c2O)N2CC(C)OC(C)C2)cc1 (stereo not given)	0.3%	3.2%
CCCC1CCc2c(sc(NC(=O)C3CC3c3ccccc3)c2C(N)=O)C1 (stereo not given)	6.8%	1.9%
COc1cc(NC(=O)c2cccc(OC)c2)cc(OC)c1	0.3%	-2.1%
CCOc1ccc(NC(=S)NC(NC(=O)c2cccc(I)c2)C(Cl)(Cl)Cl)cc1 (stereo not given)	3.3%	-3.6%
CCOC(=O)c1ccc(CC(=O)c2ccc(O)cc2O)o1	.	4.5%
COc1ccc(C2Nc3ccccc3NC3=C2C(=O)CC(c2ccc(Cl)cc2)C3)c(OC)c1OC (stereo not given)	-0.4%	-1.5%
Cc1cccc(-c2noc(CCCC(=O)Nc3ccc(C(N)=O)cc3)n2)c1	.	2.3%
O=C(O)COc1ccccc1/C=N/NC(=O)Cn1nnc(-c2ccccc2Cl)n1	-0.2%	-4.7%
c1cncc(Oc2cccc(Oc3cccnc3)c2)c1	-3.4%	-1.1%
O=C(NC1CCC(C(=O)O)CC1)OCc1ccccc1 (stereo not given)	-11.9%	-1.6%&4.8%

Arranged by length of the SMILES (falling): 7 of the compounds above.
SMILES	MKP-3 inhibition	Hsp70 displacement
O=C(c1cc(-c2ccccn2)nc2c(Cl)cccc12)N1CCN(C(=O)C2CCCO2)CC1 (stereo not given)	-9.3%	7.0%
N=c1c(S(=O)(=O)c2ccccc2)cc2c(=O)n3ccccc3nc2n1CC1CCCO1 (stereo not given)	-2.0%	-11.6%
CCCC(=O)Nc1cc(-c2nc3cc(Cl)cc(Cl)c3o2)ccc1C	-0.6%	-6.2%
COc1cc(NC(=O)c2cccc(OC)c2)cc(OC)c1	0.3%	-2.1%
Cc1cc(=O)n2[nH]c(-c3cccnc3)nc2n1	.	-4.1%
c1cncc(Oc2cccc(Oc3cccnc3)c2)c1	-3.4%	-1.1%
O=C(CCNc1ccc(F)cc1)c1ccco1	-17.9%	9.5%

(next part)
SMILES	MKP-3 inhibition	Hsp70 displacement
CC1(C)Cc2c(sc3c2c(=N)n(Cc2ccco2)c(=O)n3CC(=O)Nc2cccc(Cl)c2)CO1	4.9%	-1.1%
COc1cccc(NC(=O)/C(=C/c2ccccc2)NC(C)=O)c1	-2.6%	-3.8%
S=c1[nH]nc(-c2ccccc2Cl)n1C1CCCCC1	0.6%	0.2%
CCOC(=O)c1ccc(NC(=O)c2ccc([N+](=O)[O-])cc2Cl)cc1	0.1%	1.5%
CCCCOc1cc2oc(=O)c(CC)c(C)c2cc1CC	1.9%	-3.2%
O=C(/C=C/c1ccccc1)C1=C(O)C(=O)N(c2cccc(C(F)(F)F)c2)C1c1ccc([N+](=O)[O-])cc1 (stereo not given)	-2.0%	-5.6%
O=C(Nc1ccccc1)Nc1nnc(/C=C/c2ccccc2)s1	0.5%	-5.8%
CCN(CC)C(=O)Cn1cnc2sc(C(=O)Nc3cc(OC)c(OC)c(OC)c3)c(C)c2c1=O	.	2.3%
CC1=C(C(=O)Nc2ccccc2)C(c2ccccc2Cl)NC(=S)N1 (stereo not given)	2.2%	-8.1%
COc1ccc(Br)cc1S(=O)(=O)n1ccnc1C	-4.5%	4.8%
